BoNT-A LC inh2 – blocks Botulinum neurotoxin A light chain protease. multiplex microsphere protease substrate cleavage, flow cytometry. inhibition, % at 10 µM. hit rate 0.17% among 360,000. AID 588499; further: plate controls were buffer without enzyme for full effect and enzyme alone for no effect
FadD28 FP inh – inhibitors of Mycobacterium tuberculosis FadD28 bisubstrate binding; FadD28 bisubstrate probe binding, fluorescence polarization; inhibition, % at 12.5 µM; hit rate 0.22% among 360,000; in the data active means inhibition above about 8.5%, passing the limit was not always enough; inconclusive means no clear call, values can overlap the other calls
BoNT-F LC inh – BoNT F light chain protease inhibition; Multiplex microsphere protease cleavage assay, flow cytometry; inhibition, % at 10 µM; hit rate 0.22% among 360,000; AID 588497; in the data active means inhibition above about 35%, passing the limit was not always enough; inconclusive means no clear call, values can overlap the other calls; further: plate controls were buffer without enzyme for full effect and enzyme alone for no effect
PfHsp40 yeast – restores yeast growth despite PfHsp40 toxicity; S. cerevisiae expressing PfHsp40, growth rescue, ATP luminescence; hit rate 0.68% among 340,000; growth rescue, % at 12.5 µM; in the data active means growth rescue above about 28%, passing the limit was not always enough; inconclusive means no clear call, values can overlap the other calls;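 further: yeast W303a lacking pdr1 and pdr3 grown in galactose medium; growth measured after three days at 30 °C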
Mtb UGM inh – blocks M. tuberculosis UGM enzyme; purified UGM, fluorescence polarization probe displacement; inhibition, % at 10 µM; hit rate 0.06% among 320,000; AID 504406; in the data active means inhibition above about 10%, passing the limit was not always enough; inconclusive means no clear call, values can overlap the other calls
FBA Mtb inh – inhibitors of M. tuberculosis fructose-bisphosphate aldolase. P9WQA3. purified M. tuberculosis FBA, fluorescence read-out. inhibition, % at 1 µM. hit rate 2.3% among 360,000; in the data active means inhibition above about 27%;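 further: 0% = vehicle and 100% = reference inhibitor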
GDH-TPI inh – counter-screen for M. tuberculosis FBA inhibitors: GDH-TPI coupled enzymes. hit rate 1.2% among 360,000. GDH-TPI coupled enzyme counterscreen, NADH absorbance. inhibition, % at 4.8 µM; in the data active means inhibition above about 30%;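 further: 0% = DMSO wells and 100% = wells lacking the enzyme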
Mtb BioA inh – blocks M. tuberculosis BioA enzyme activity; purified M. tuberculosis BioA enzyme, plate reader; inhibition, % at 9.99 µM; hit rate 0.096% among 360,000; AID 602481; in the data active means inhibition above about 40%; inconclusive means no clear call, values can overlap the other calls
Anthrax LF inh2 – inhibitors of Bacillus anthracis lethal factor protease; multiplex microsphere protease cleavage assay, LF; hit rate 0.12% among 360,000; inhibition, % at 10 µM; further: plate controls were buffer without enzyme for full effect and enzyme alone for no effect
Target sequence (P15917 whole entry, looked up): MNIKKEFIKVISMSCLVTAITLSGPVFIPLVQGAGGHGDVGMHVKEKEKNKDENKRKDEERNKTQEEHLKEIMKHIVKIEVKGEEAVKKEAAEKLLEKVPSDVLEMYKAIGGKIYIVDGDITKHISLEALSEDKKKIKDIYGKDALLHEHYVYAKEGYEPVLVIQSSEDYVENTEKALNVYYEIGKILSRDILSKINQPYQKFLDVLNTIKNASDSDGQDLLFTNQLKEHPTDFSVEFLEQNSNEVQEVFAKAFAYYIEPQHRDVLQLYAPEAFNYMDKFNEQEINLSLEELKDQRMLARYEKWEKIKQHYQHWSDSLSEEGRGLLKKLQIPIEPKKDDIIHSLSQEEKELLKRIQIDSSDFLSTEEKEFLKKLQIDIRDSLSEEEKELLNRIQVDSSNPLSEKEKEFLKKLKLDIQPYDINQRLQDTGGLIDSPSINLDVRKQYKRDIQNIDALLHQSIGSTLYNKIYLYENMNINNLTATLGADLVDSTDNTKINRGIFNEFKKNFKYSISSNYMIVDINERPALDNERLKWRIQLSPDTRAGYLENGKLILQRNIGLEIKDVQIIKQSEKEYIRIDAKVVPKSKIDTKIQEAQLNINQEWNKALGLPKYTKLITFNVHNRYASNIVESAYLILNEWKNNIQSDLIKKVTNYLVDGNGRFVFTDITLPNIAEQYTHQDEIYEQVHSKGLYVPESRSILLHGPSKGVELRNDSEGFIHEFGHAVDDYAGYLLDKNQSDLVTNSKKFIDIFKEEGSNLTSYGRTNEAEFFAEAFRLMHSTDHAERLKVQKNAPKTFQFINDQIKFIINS
The depositor's hits bear a star; ? = inconclusive; . = no result given; & = joins results of further samples. Unless noted, no stated cut-off is given here; in the data, active means inhibition above about 30%; inconclusive means no clear call, values can overlap the other calls; inactive means below that.

SMILES	BoNT-A LC inh2	FadD28 FP inh	BoNT-F LC inh	PfHsp40 yeast	Mtb UGM inh	FBA Mtb inh	GDH-TPI inh	Mtb BioA inh	Anthrax LF inh2
CN(C)CCCNCC(=O)c1c(-c2ccccc2)n(C)c2ccccc12	-0.6	-1.6	-22.0	0.3	0.8	2.8	11.6	0.9	-9.3
O=C(CSc1n[nH]c(=O)n1Cc1ccccc1)Nc1ccc(F)c(F)c1F	1.0	-1.9	5.2	-0.2	1.2	1.2	0.8	-0.2	2.7
COc1ccc(NC(=O)C2CC2)cc1-n1cnnn1	-0.4	1.0	-1.7	-1.2	0.8	0.4	6.4	.	-0.2
Cc1noc(NS(=O)(=O)c2ccc(NC(=O)C34CCC(CC3)C4)cc2)c1C	-0.8	-2.8	-6.5	-0.5	-0.5	-1.7	-6.1	-0.8	2.4
C/C=C(\C)C(=O)Nc1cccc(C2=NOC3(C2)C[C@@H](C(N)=O)N(C(=O)c2cc([N+](=O)[O-])cc([N+](=O)[O-])c2C)C3)c1 (some centres not stated)	-0.2	-0.1	1.0	0.1	-1.9	5.0	-2.2	-0.6	-3.4
C/C(=N/O)c1ccccn1	-1.3	0.8	6.9	-0.9	-1.2	3.7	16.7	-1.2	2.6
C=C(C)Cn1c(CCNC(=O)C(C)(C)C)nc2ccccc21	0.3	0.8	-14.9	0.0	-1.2	-1.4	-1.2	-1.1	2.4
Oc1ccccc1N=Cc1c(O)ccc2oc3c(c12)CCCC3	0.7	-3.9	1.1	189.5*	-2.3	-8.3	-1.3	-1.8	-9.5
Cc1[nH]c(=O)[nH]c(=O)c1S(=O)(=O)N1CCC(C(=O)NC(C)c2ccccc2)CC1 (configuration not stated)	-0.6	-3.8	-4.4	-0.8	-1.2	0.8	-7.6	-1.2	-3.1
CCCCNC(=O)c1c(O)c2cccc3c2n(c1=O)CCC3	0.8	-2.3	-4.7	9.0	1.8	-0.4	-2.3	1.4	-9.6
O=C(O)Cn1c(SCc2cccc3ccccc23)nc2ccccc21	0.3	-5.5	-2.4	1.0	0.8	1.3	0.0	2.0	-2.2
CC(C)CCC(C(=O)O)C(C)CC(=O)NNC(=O)c1ccco1 (configuration not stated)	-1.5&-0.7	-0.4&-3.4	-1.4&-1.0	1.4&-0.5	0.8&1.4	0.7&-8.5	-6.2&-13.4	-0.3&-0.1	2.3&-4.6
CCc1ccc(OCC(=O)OCC(=O)NCCNC(=O)COC(=O)COc2ccc(CC)cc2)cc1	-0.2	-1.2	4.4	-0.5	-0.9	0.9	-0.3	-0.4	-1.8
COC(=O)c1ccc(COc2cc(C)ccc2C)o1	0.4	0.6	-5.9	10.0	-0.1	-1.3	4.3	-0.9	-4.5
C[C@@H]1C[C@H]2[C@@H]3C[C@H](F)C4=CC(=O)C=C[C@]4(C)[C@@]3(Cl)[C@@H](O)C[C@]2(C)[C@H]1C(=O)COC(=O)C(C)(C)C	-0.6	-0.6	-3.4	0.5	1.6	-2.8	7.8	-1.8	-7.1
NS(=O)(=O)c1ccc(NC(=O)CSc2ncn[nH]2)cc1	0.3	-6.0	-0.5	-0.4	3.9	3.4	-13.1	.	-0.8
CN(C)C(CNC(=O)c1cc(Br)ccc1Cl)c1ccco1 (configuration not stated)	0.3	-2.7	9.9	-0.9	0.8	1.1	3.7	.	-1.8
Cc1cc(NC(=O)CCC(=O)N(CC(=O)NC2CCCC2)c2ccc(Cl)c(Cl)c2)no1	-0.2	-0.8	18.7	-1.4	-1.4	-2.4	-4.0	-2.7	-0.7
O=S(=O)(c1ccccc1)N1CCN(C(=S)NCCc2ccccc2)CC1	0.6	-3.0	1.5	-0.4	1.4	6.5	7.4	0.2	8.6
O=C(Nc1ccccc1C(=O)N1CCOCC1)c1ccc(CSc2ccccc2)cc1	0.2	-3.5	-6.4	2.2	-0.7	0.0	-4.7	.	-0.9
O=C(NCCCO)c1cc2ccccc2[nH]1	-0.9	-1.3	-9.8	0.8	-6.3	6.3	1.6	.	-4.7
CC1CN(C(=O)c2cccc(COc3ccc(Br)cc3)c2)CC(C)O1 (configuration not stated)	-0.1	-0.5	-0.1	1.4	1.5	2.1	-1.5	.	1.2
COc1ccc(CN2CCN(C3CCC3)CC2CCO)c(F)c1 (configuration not stated)	2.5	-0.3	29.5	-0.2	1.3	0.8	-3.4	-2.1	13.6
Cc1ccc(NC(=O)CSCC(=O)Nc2cc(Cl)ccc2N2CCOCC2)cc1	0.1	-5.4	0.4	0.8	0.6	-2.3	2.1	.	-2.7
CCn1c(CC(=O)Nc2cccc(Cl)c2Cl)nnc1SCCOc1ccc(OC)cc1	0.2	-0.8	-14.2	-0.3	-0.7	1.6	-4.3	.	-0.4
Cc1ccc(S(=O)(=O)N(Cc2ccccc2Cl)C(=O)N2CCN(C)CC2)cc1	3.1	-0.6	16.3	0.0	-0.4	-1.4	4.9	-0.3	-1.3
COc1ccccc1C(=O)O/N=C(\N)c1ccc(Cl)cc1	3.5	0.0	6.5	3.0	2.7	-0.4	5.6	4.7	0.7
COc1ccc(CN2CCOC2=O)cc1OC	-0.6	1.6	-3.0	0.8	2.6	-0.5	6.3	-1.5	2.2
O=C1CC(c2ccccc2)CC(O)=C1C=Nc1ccccc1Cl (configuration not stated)	0.9	-5.3	12.4	2.5	0.2	-2.8	7.3	-0.3	-1.6
Cc1cc(C)c(S(=O)(=O)N2CCCOC2CNC(=O)C(=O)NCc2ccco2)c(C)c1 (configuration not stated)	0.3	-2.1	2.9	1.0	-1.0	10.5	-5.0	.	-2.2
COCCN(C(=O)COC(=O)CSc1ccc(Cl)cc1)c1c(N)n(Cc2ccccc2)c(=O)[nH]c1=O	?	-0.4	?	0.3	-1.6	-0.2	-3.9	.	?
CCN(c1ccc(OC)cc1)S(=O)(=O)c1ccc(-c2cc(C)no2)s1	-1.5	-11.2	-2.2	0.2	-5.7	-1.3	7.6	3.0	-1.5
CCOc1ccccc1CN1C(=O)NC(C)(c2ccccc2)C1=O (configuration not stated)	1.4	-1.0	-6.2	0.0	0.0	-1.6	8.2	-0.2	0.3
CCn1c(-c2cccnc2Cl)nc2ccccc21	1.2	-1.7	-1.0	1.1	-1.1	1.6	-1.9	0.6	-0.3
CCN1CCCc2cc(CN(CCN3CCOCC3)C(=S)Nc3ccc(OC)cc3)ccc21	1.0	-3.2	-1.7	-1.4	-1.3	0.0	-6.2	.	-7.1
CCOc1ccc(OCCC(=O)OCC(=O)Nc2cc(OCC)c(N3CCOCC3)cc2OCC)cc1	-0.5	-3.7	-5.3	-0.5	0.1	-1.6	7.9	0.6	-1.6
CC(O)c1nc2ccccc2n1Cc1ccc([N+](=O)[O-])cc1 (configuration not stated)	-0.1	-2.9	-0.8	-1.4	-1.0	-0.7	3.1	0.8	0.2
CC1CC(C)CN(c2ccc([N+](=O)[O-])nc2)C1 (configuration not stated)	0.1	-3.0	0.9	-0.9	1.8	-19.6	-0.6	.	4.9
O=C(CNC(=O)c1cccs1)c1ccc(F)cc1	?	-0.3	-7.5	-1.1	3.3	1.0	5.0	0.8	8.7
CC(C)NC(=O)CSc1nccc(-c2cccs2)n1	-11.3	-0.8	?	-0.8	4.2	-0.1	20.0	.	6.5
CCN(CC)C(=O)c1nc(-c2cccc3ccccc23)no1	-0.6	-1.0	1.3	.	.	-2.3	5.8	-0.4	-3.4
Cn1c(=O)c2c(ncn2Cc2ccc(Cl)cc2)n(C)c1=O	-0.4	15.8*	5.5	1.5	0.3	-1.4	-1.3	.	5.7
COc1cc(NC(=O)c2ccccc2)c(OC)cc1NC(=O)CN1CCOCC1	-0.1	-1.0	0.0	-1.0	-3.1	-1.2	0.9	-8.7	-0.8
CCN(CC)c1ccc(NC(=O)COC(=O)c2ccc3ccccc3n2)cc1	-0.5	-0.6	-20.9	1.1	-0.7	-6.7	8.8	-6.0	0.9
COC(=O)c1cncn1Cc1ccccc1	0.0	-3.5	-7.9	-2.4	.	-1.3	12.3	-2.4	4.1
CC(C)NC(=O)Nc1ccc2c(c1)C(=O)N([C@H](C)CO)C[C@H](C)[C@@H](CN(C)Cc1ccc(C(F)(F)F)cc1)OCCCC[C@H](C)O2	-0.8	-28.8	-5.3	.	.	0.0	-7.1	2.4&1.6	0.2
COc1cc(/C=N/N=C2/SCC(=O)N2c2ccc(O)cc2)ccc1O	-1.4	-0.4	-2.9	-0.7	-0.3	-2.2	16.4	0.7	4.3
COc1cc2oc(-c3ccc(O)cc3)cc(=O)c2c(O)c1OC	-0.4	-5.4	-8.0	3.2	-0.1	-0.3	30.4	0.4	-5.5
Cc1ccsc1/C=C1/SC(N2CC(C)OC(C)C2)=NC1=O (configuration not stated)	2.0	-0.1	10.3	-0.3	-2.0	0.9	23.5	.	-0.9
COc1cc(NC(=O)C2CCCC2)c(OC)cc1Cl	0.4	-0.5	7.3	1.2	3.2	-4.0	4.6	-0.8	-0.8
O=C(c1cccc(F)c1)n1nnc2ccccc21	-0.2	-3.4	1.7	-0.7	2.0	-1.6	1.8	7.2	-0.7
CNS(=O)(=O)c1ccc2c(c1)C(=O)c1cc(S(=O)(=O)NC)ccc1CC2	-0.7	0.1	-9.9	-0.2	1.2	2.4	13.4	2.0	-10.0
CC(=O)c1cccc(NC(=S)N2CCc3ccccc32)c1	-3.5	-3.5	12.8	0.5	0.7	1.4	16.8	2.6	-3.7
CC1CCCN(S(=O)(=O)c2ccc(NC(=O)C3CCN(C(=O)c4ccco4)CC3)cc2)C1 (configuration not stated)	0.9	-4.5	-2.4	-1.0	-1.5	2.3	-0.8	1.0	-18.6
Cc1ccc2cc(CN(CCN(C)C)C(=O)Nc3ccc(Cl)cc3)c(=O)[nH]c2c1	-0.1	-5.4	-1.8	-0.2	-2.8	-2.0	4.5	.	0.1
CC(C)=CCC/C(C)=C/CNC(=O)C[C@H]1C[C@H](C(=O)N2CCCCC2)[C@@]2(C)c3[nH]c4cc(-c5ccco5)ccc4c3CCN2C1=O	-0.3	-0.8	-2.1	-1.3	.	14.1	14.6	-2.3	1.0
O=C(Nc1ccccc1)c1cccc2c(Br)cccc12	3.8	-4.9	?	1.4	2.6	-1.1	1.4	-0.2	-9.9
O=C(CC1C[C@H](C(=O)N2CCOCC2)[C@@]2(CCC3CCCC3)c3[nH]c4ccccc4c3CCN2C1=O)NCc1ccco1 (some centres not stated)	-0.1	0.7	-0.3	1.0	-1.0	-1.6	-2.1	-1.3	-7.7
CCCCn1c(N)c(N(CCOC)C(=O)c2ccc(Br)o2)c(=O)[nH]c1=O	1.8	0.0	5.9	.	-1.3	1.1	-6.4	.	-1.5
Cc1ccc(/C=C/c2onc(C)c2S(=O)(=O)N2CCC(C(=O)N3CCCCC3)CC2)cc1	-0.5	-1.7	-0.6	-1.2	2.8	-0.6	19.6	-0.7	-3.6
The list goes on:
SMILES	BoNT-A LC inh2	FadD28 FP inh	BoNT-F LC inh	PfHsp40 yeast	Mtb UGM inh	FBA Mtb inh	GDH-TPI inh	Mtb BioA inh	Anthrax LF inh2
O=C(Nc1cccs1)Nc1nnc([C@@H]2C[C@H](O)[C@@H](CO)O2)s1	0.9	3.2	-4.2	.	.	1.0	7.1	-0.4	2.3
CC(=O)c1ccc(OC(=O)N2CCOCC2)cc1	-3.3	-0.7	-5.8	0.7	-1.0	1.6	1.4	2.7	-8.3
CCN(CC)C(=O)Cn1cc(S(=O)(=O)CC(=O)NCc2ccccc2)c2ccccc21	-0.9	-0.4	-3.2	-0.6	-0.3	1.3	2.1	-1.6	1.6
C[n+]1ccccc1/C=C/c1c(F)cccc1F	2.1	-0.3	?	-1.3	-2.2	-1.2	44.8*	-0.8	-0.2
COc1cccc(-n2c(SC)nnc2-c2c[nH]c3ccccc23)c1	-1.1	-1.7	-8.3	1.0	-0.8	1.5	10.6	-2.5	-11.8
